SKKanGAS inh = inhibitors of SKKanGAS S. pyogenes growth in kanamycin (SK-promoter or general growth effect); BacTiter-Glo, 6 h; inhibition, % at 7.5 µM; hit rate 1.3% among 300,000;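 active = mean replicate score, as percent of positive control median, at least 50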;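 also: strain carries kanamycin resistance gene driven by streptokinase promoter and grows in 40 µg/ml kanamycin; loss of luminescence reflects streptokinase promoter inhibition or plain growth inhibition; 0% = median of DMSO wells and 100% = positive control at its reference dose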
TRPC6 inh = inhibitors of mouse TRPC6 channel. HEK293-TRPC6, membrane potential dye, ACh-evoked depolarization; hits give low values. AID 2553. Q61143. B-score at 10 µM. hit rate 1.1% among 310,000;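 active = B-score under library mean minus 3 SD, initial fluorescence not abnormally high, positive integrated signal ratio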;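 also: B-score derived from integrated fluorescence ratio over the kinetic read; more negative B-score means stronger inhibition of depolarization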
KLF5 inh = kruppel-like factor 5 inhibition. DLD-1 KLF5 promoter-luciferase reporter, luminescence. inhibition, % at 5 µM. hit rate 0.23% among 290,000;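 active = inhibition above a per-plate limit of that plate's mean compound inhibition plus 3 SD, cut at about 60% in these data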;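 also: 0% = DMSO wells and 100% = LY294002 at 200 µM; higher means less KLF5 promoter-driven luciferase light; inactives centre near -14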
TRPC4 block = inhibitors of mouse TRPC4 channel | AID 2247 | Q9QUQ5 | B-score at 10 µM | HEK293 TRPC4beta/mu-opioid, DAMGO-evoked Fluo4 calcium flux; hits give low values | hit rate 0.39% among 300,000;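 active = B-score over 3 SD under the library average, no early fluorescence shift, positive overall ratio signal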
Target sequence (Q9QUQ5 whole entry, looked up): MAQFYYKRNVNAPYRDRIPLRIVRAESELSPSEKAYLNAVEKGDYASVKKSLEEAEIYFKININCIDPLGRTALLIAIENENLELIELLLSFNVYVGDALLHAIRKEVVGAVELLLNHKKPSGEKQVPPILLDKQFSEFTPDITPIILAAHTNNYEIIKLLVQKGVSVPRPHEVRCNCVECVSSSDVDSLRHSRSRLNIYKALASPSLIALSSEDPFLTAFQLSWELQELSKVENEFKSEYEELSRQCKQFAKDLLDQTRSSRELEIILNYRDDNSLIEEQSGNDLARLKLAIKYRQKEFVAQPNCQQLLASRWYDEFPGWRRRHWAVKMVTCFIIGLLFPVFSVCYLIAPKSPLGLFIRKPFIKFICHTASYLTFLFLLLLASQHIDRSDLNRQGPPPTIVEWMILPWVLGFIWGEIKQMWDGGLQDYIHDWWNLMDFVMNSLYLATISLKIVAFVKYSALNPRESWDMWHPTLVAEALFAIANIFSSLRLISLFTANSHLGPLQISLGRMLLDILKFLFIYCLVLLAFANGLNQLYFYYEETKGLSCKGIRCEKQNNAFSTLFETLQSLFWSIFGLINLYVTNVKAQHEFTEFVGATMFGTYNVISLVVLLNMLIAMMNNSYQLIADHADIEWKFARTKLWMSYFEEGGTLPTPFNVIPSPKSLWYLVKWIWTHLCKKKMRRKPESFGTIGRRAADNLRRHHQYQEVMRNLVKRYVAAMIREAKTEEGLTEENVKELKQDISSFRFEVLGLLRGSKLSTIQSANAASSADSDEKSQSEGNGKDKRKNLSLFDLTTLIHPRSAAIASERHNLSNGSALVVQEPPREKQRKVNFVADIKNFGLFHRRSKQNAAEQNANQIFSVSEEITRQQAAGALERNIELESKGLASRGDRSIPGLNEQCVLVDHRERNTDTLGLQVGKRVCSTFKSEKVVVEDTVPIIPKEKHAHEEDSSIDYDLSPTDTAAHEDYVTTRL
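System: stable TRPC4beta/mu-opioid receptor HEK293 cells; Dosing: single-point compound dosing; Measured by: Fluo4 Ca2+ flux fluorescence; Read-out basis: per-well B score of integrated baseline-normalized Fluo4 ratio.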
IEC-6 tox = IEC-6 cytotoxicity, counter-screen for KLF5 inhibitors | luminescence viability | inhibition, % at 5 µM | hit rate 0.78% among 290,000; in the data active = inhibition above about 22%;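 also: 0% = plate median of test compound wells and 100% = cytotoxic reference compound wells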
TRPC4 agonist = activators of mouse TRPC4 channel; HEK293 TRPC4beta/mu-opioid, Fluo4 calcium fluorescence; hits give high values; B-score at 10 µM; hit rate 0.49% among 310,000; AID 2237; Q9QUQ5;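 active = B-score above 5 SD of library B-scores, and initial fluorescence ratio not above library mean plus 5 SD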;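 also: positive B-score marks a calcium rise read as TRPC4 activation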
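Technique: kinetic Fluo4 calcium fluorescence; Test system: TRPC4beta and mu-opioid receptor HEK293 stable cells; Measure: B-scored integrated calcium fluorescence ratio; Benchmarks: low control buffer alone, high control maximal DAMGO; Schedule: 45 min room-temperature Fluo4 loading, 110 s read.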
TRPC6 activator = mouse TRPC6 channel activation | Q61143 | HEK293-TRPC6 membrane potential dye fluorescence; hits give high values | B-score at 10 µM | hit rate 0.13% among 310,000;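 active = B-score of the integrated fluorescence ratio above library mean plus 3 SD, and starting fluorescence ratio within library mean plus 5 SD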;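 also: higher score means more depolarization so channel activation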
TRPC4 potent = allosterically enhances the mouse TRPC4 cation channel. HEK293 TRPC4beta/mu-opioid, DAMGO EC20, Fluo-4 Ca2+ flux; hits give high values. B-score at 10 µM. hit rate 0.42% among 310,000. AID 2227;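 active = B-score of calcium response area above 5 SD of library B-scores, with initial fluorescence ratio within 5 SD of library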;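 also: B-score of integrated fluorescence ratio over time as area under calcium response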
aSyn UTR inh = MLPCN primary screen, SNCA 5' untranslated region | alpha-synuclein 5'UTR reporter, inhibitor activity | inhibition, % (tested at 7.5 µM) | hit rate 0.82% among 300,000; in the data active = inhibition above about 60%;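 also: H4 neuroglioblastoma cells stably carrying SNCA 5'UTR luciferase fusion; 0% = DMSO wells and 100% = positive control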
MrgX1 antag = antagonists of human MrgX1 receptor | Q96LB2 | MRGX1-HEK293 calcium flux, Fluo-4, BAM8-22 antagonism; hits give low values | B-score at 10 µM | hit rate 1.3% among 310,000;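 active = calcium-response B-score plate-corrected more than 3 library SD below zero, starting fluorescence within 5 deviations, no agonist response on first addition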;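 also: peak minus trough fluorescence over baseline after final BAM8-22 challenge near maximal dose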
HIF activator = HIF pathway transcriptional activation; U2OS HRE-luciferase reporter, luminescence; normalized: DMSO 0%, desferrioxamine 100%; activation, % at 7.5 µM (by protocol); hit rate 0.32% among 300,000; AID 1910;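 active = mean activation of at least 10% of the iron chelator positive control signal, with at least half of replicates also reaching 10%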
* marks the source's active call; other numbers are inactive results; i = inactive; . = no result given. Random draw from the library, and some 5.8% of all compounds hit somewhere here.

SMILES	SKKanGAS inh	TRPC6 inh	KLF5 inh	TRPC4 block	IEC-6 tox	TRPC4 agonist	TRPC6 activator	TRPC4 potent	aSyn UTR inh	MrgX1 antag	HIF activator
O=C(NC1CCCC1)c1ccc(CS(=O)(=O)c2cccc(C(F)(F)F)c2)o1	-4	i	-15	i	0	i	i	i	12	i	-0.8
CN(CC(=O)Nc1ccccc1Cl)CC(=O)Nc1ccccc1[N+](=O)[O-]	-5	i	-27	i	-2	i	i	i	4	i	0.4
O=[N+]([O-])c1ccc(N2CCCCC2)nc1	0	i	.	i	.	i	i	i	-7	i	0.8
Cn1cc(CNC(=O)C23CC4CC(CC(C4)C2)C3)cn1	-7	i	16	i	2	i	i	i	4	i	0.6
C/C(=N\NC(=O)c1nn(C)cc1Br)c1cccc(NC(=O)c2ccncc2)c1	-8	i	-61	i	5	i	i	i	-56	i	1.7
CC(Sc1nc(-c2ccccc2)cc(C(F)(F)F)n1)C(=O)N1CCOCC1 (stereo unspecified)	1	i	-8	i	-5	i	i	i	18	i	0.3
CCCNC(=O)c1ccc2c(c1)ncn2-c1ccccc1OC	2	i	-31	i	-4	i	i	i	-26	i	0.5
CCC(C(=O)c1ccccc1)P(=O)(NN)c1ccccc1 (stereo unspecified)	-7	i	5	i	3	i	i	i	11	i	0.1
Cc1cc(=O)n2[nH]c(COc3ccccc3)nc2n1	2	i	-31	i	5	i	i	i	10	i	-0.3
COCCCNc1nc(N)c([N+](=O)[O-])c(NCC2CCCO2)n1 (stereo unspecified)	5	i	-12	i	-5	i	i	i	23	i	0.1
COc1cc(C(=O)N/N=C/c2ccc(OC(=O)c3cccc(C)c3)c(OC)c2)ccc1O	19	i	5	i	5	i	i	i	-36	i	-0.1
O=C(Nc1ncccc1O)c1ccc2ccccc2c1	-5	i	-65	i	-3	i	i	i	28	i	-0.5
Cc1cccc(CC(=O)OCn2nnc3ccccc3c2=O)c1	-9	i	-23	i	3	i	i	i	-15	i	-0.2
CCc1cc2c(=O)c(-c3nc4ccccc4n3C)c(C)oc2cc1OC(C)=O	-5	i	-32	i	1	i	i	i	2	i	-0.3
CC(NCc1ccc(S(N)(=O)=O)cc1)C(=O)Nc1cc([N+](=O)[O-])ccc1Cl (stereo unspecified)	-1	i	-17	i	-2	i	i	i	42	i	-0.1
C=CCn1c(N)cc(=O)nc1SC(CC)C(=O)Nc1ccc(C(C)=O)cc1 (stereo unspecified)	4	i	-10	i	0	i	i	i	16	i	-1.1
COc1ccc(N2CCN(S(=O)(=O)CCNC(=O)CCCc3ccccc3)CC2)cc1	-1	i	.	i	.	i	i	i	7	i	1.5
COc1ccc(NC(=O)c2c(C)noc2-c2snnc2C)cc1	5	i	17	i	5	i	i	i	-60	i	2.1
COc1ccc(N2CCN(C(=O)Cn3cncn3)CC2)cc1	-2	i	-8	i	2	i	i	i	-23	i	-0.5
Cc1cccc(NC(=O)c2cc(S(=O)(=O)N3CCc4ccccc43)cn2C)c1	-1	i	-14	i	5	i	i	i	20	i	-0.1
O=C(O)c1ccc(Nc2cc(Cl)c3nonc3c2[N+](=O)[O-])cc1	-30	i	-15	i	2	i	i	i	-37	i	0.9
C=C(C)Cn1c(SCC(=O)O)nc2c1c(=O)[nH]c(=O)n2C	-5	i	-17	i	-8	i	i	i	4	i	-0.1
COc1ccc(CN2C(=O)c3ccccc3C2=O)cc1C(=O)OCC(=O)NC1CCCCC1	1	i	-36	i	-1	i	i	i	-17	i	.
CC(C)(C)C1CCC(OC(=O)C[N+]2(C)CCCCC2)CC1 (stereo unspecified)	-11	i	-15	i	-3	i	i	i	-4	i	-0.1
COc1ccc(C(=O)Nc2ccc(C(=O)Nc3nccs3)cc2)cc1[N+](=O)[O-]	2	i	-20	i	-6	i	i	i	19	i	-0.9
NC(=O)c1cc(N)ccc1N1CCCCC1	-7	i	-57	i	1	i	i	i	24	i	-0.2
O=C(c1ccccc1[N+](=O)[O-])N1N=C(c2ccccc2)CC1(O)C(F)(F)F (stereo unspecified)	1	i	-10	i	1	i	i	i	-9	i	0.0
CN(C)/C=C1/Oc2c(ccc3ccccc23)C1=O	-1	i	4	i	5	i	i	i	0	i	0.4
Nc1nonc1-n1nnc(C(=O)N/N=C/c2ccccc2)c1CSc1ccc(Cl)cc1	22	i	-21	i	11	i	i	i	-9	i	-0.2
Cc1ccc(C(C)C)c(OCCSc2nc3ccccc3n2CC(=O)O)c1	0	i	-8	i	7	i	i	i	8	i	1.7
Cc1nnsc1C(=O)N1CCC(CO)(Cc2ccccc2Cl)CC1	-7	i	-22	i	1	i	i	i	7	i	0.0
O=C(COC(=O)CNC(=O)c1ccccc1Cl)Nc1ncc(C(F)(F)F)cc1Cl	5	i	-14	i	-6	i	i	i	5	i	-0.2
O=C(NCc1ccccn1)C1CCC(=O)N(Cc2ccc(Cl)cc2)C1 (stereo unspecified)	-9	i	-33	i	-1	i	i	i	-1	i	0.0
COC(C/C=C\[C@H](O)[C@@H](C)OCc1ccccc1)OC	4	i	.	i	.	i	i	i	25	i	-0.1
CC1(C)C(=O)N(c2ccccc2)C1c1ccccc1O (stereo unspecified)	-1	i	-5	i	-9	i	i	i	-13	i	0.4
COc1cc(C(=O)N=c2sccn2C)c([N+](=O)[O-])cc1OC	4	i	-26	i	-3	i	i	i	4	i	0.6
CCN(CC)C(=O)CCCC(=O)N(CC)CC	-12	i	3	i	-2	i	i	i	-31	i	-0.4
COCCNC(=O)C(C(=O)c1ccc(F)cc1)n1cc(C)ccc1=O (stereo unspecified)	6	i	-16	i	1	i	i	i	-6	i	-1.3
O=[N+]([O-])c1cc(/C=N/O)ccc1SCc1ccccc1Cl	18	i	-10	i	2	i	i	i	9	i	0.2
O=C(Nc1ccc(OCC(=O)N2CCOCC2)cc1)Nc1cccc(Cl)c1	-1	i	-38	i	1	i	i	i	-12	i	0.6
Cc1ccc2[nH]c(=O)c(C(c3nnnn3CC3CCCO3)N3CCOCC3)cc2c1 (stereo unspecified)	0	i	14	i	4	i	i	i	-1	i	-0.2
CCOC(=O)CSc1nnc(N)s1	-9	i	-36	i	-3	i	i	i	4	i	0.8
CC1CCN(S(=O)(=O)c2ccc3c4c2CC(=O)N4CC(C)S3)CC1 (stereo unspecified)	-8	i	-22	i	2	i	i	i	-50	i	187*
CCc1ccc(OCC(=O)OC(C)C(=O)NC2CC2)cc1 (stereo unspecified)	-2	i	1	i	3	i	i	i	26	i	0.2
Cc1ccc(S(=O)(=O)Nc2cccc(C(=O)NCC(c3ccco3)N3CCCCC3)c2)cc1F (stereo unspecified)	-3	i	.	-9*	.	i	i	i	6	i	0.6
CCOC(=O)c1c(NC(=O)c2ccc(-n3cnnn3)cc2)sc2c1CCCC2	17	i	-9	i	5	i	i	i	18	.	-1.8
O=[N+]([O-])c1ccccc1Nc1cccnc1	0	i	.	i	.	i	i	i	-2	i	1.8
O=C(COc1ccc2c3c(c(=O)oc2c1)CCCC3)NC(Cc1ccc(Cl)cc1)C(=O)O (stereo unspecified)	3	-7*	-21	i	-1	i	i	i	-3	i	-0.1

Look-ups from the results shown.
O=C(COC(=O)CNC(=O)c1ccccc1Cl)Nc1ncc(C(F)(F)F)cc1Cl in IEC-6 tox → -6
C=CCn1c(N)cc(=O)nc1SC(CC)C(=O)Nc1ccc(C(C)=O)cc1 (stereo unspecified) in IEC-6 tox → 0
CCOC(=O)CSc1nnc(N)s1 in HIF activator → 0.8

(listing goes on)
SMILES	SKKanGAS inh	TRPC6 inh	KLF5 inh	TRPC4 block	IEC-6 tox	TRPC4 agonist	TRPC6 activator	TRPC4 potent	aSyn UTR inh	MrgX1 antag	HIF activator
Cc1ccc2c(cnn2C(=O)CCC(=O)NCc2ccccc2Cl)c1	1	i	0	i	3	i	i	i	5	i	0.6
Cc1ccc(C(=O)C(C)OC(=O)c2ccc(Cl)nc2)cc1 (stereo unspecified)	-6	i	.	i	.	i	i	i	-16	i	-9.4
Cc1ccc(-c2nc3ncccc3o2)cc1NC(=O)c1cccnc1	7	i	-5	i	-3	i	i	i	3	i	-0.7
COc1cccc(OC)c1C(=O)NNC(=O)c1cccnc1	-9	i	-34	i	-8	i	i	i	-37	i	-0.3
O=C1CC(Nc2ccc3ccccc3c2)C(=O)N1Cc1ccccc1 (stereo unspecified)	7	i	-10	i	-3	i	i	i	13	i	0.9
Cc1c(C(=O)N(C)CCC#N)oc2ccc(S(=O)(=O)N3CCOCC3)cc12	-1	i	-30	i	-1	i	i	i	12	i	-0.3
CCc1ccccc1N(CC)C(=O)C1CCN(c2ncnc3c2nc2n3CCCCC2)CC1	2	i	-3	i	-1	i	i	i	5	i	-0.5
COc1ccc(/C=C/c2c(-c3cccc(C)c3)oc3ccc(-c4ccc5c(c4)OCO5)cc23)cc1	-5	i	-25	i	-2	i	i	i	-9	i	0.5
CN(C)C(=O)CSc1nnc(Cc2ccccc2)n1CC1CCCO1 (stereo unspecified)	0	i	-22	i	8	i	i	i	2	i	0.2
Cc1ccc(S(=O)(=O)N(CC(=O)N2CCN(c3ccc(F)cc3)CC2)C2CCCCC2)cc1	4	i	-17	i	-4	i	i	i	17	i	-0.6
Clc1cccc(-c2nc3nc4ccccc4nc3n2Cc2ccco2)c1	11	i	-171	i	-9	i	i	i	-77	i	3.4
CCOc1ccc(C(=O)NC2CCN(CC(=O)NCc3ccccc3)CC2)cc1	-9	i	-10	i	-15	i	i	i	18	i	-0.7
CSc1cccc(NC(=O)c2cc(S(=O)(=O)N3CCCCC3)c[nH]2)c1	-3	i	-5	i	-10	i	i	i	23	i	-0.2
COc1ccc(OCC(=O)N2CCN(S(=O)(=O)c3ccccc3[N+](=O)[O-])CC2)cc1	-3	i	-12	i	3	i	i	i	-28	i	-0.2
COC(=O)[C@H]1[C@H]2C[C@@H]3c4[nH]c5cc(OC)ccc5c4CCN3C[C@H]2C[C@@H](OC(=O)c2ccc(N)cc2)[C@@H]1OC	6	i	-7	i	0	i	i	i	17	i	-0.7
Oc1ccccc1/C=N/n1c(COc2ccccc2)n[nH]c1=S	-3	i	13	i	-4	i	i	i	10	i	2.9
CCOC(=O)C1CCN(C2=C(NS(=O)(=O)c3ccc(Br)cc3)C(=O)c3ccccc3C2=O)CC1	32	i	-48	i	1	i	i	i	41	i	-0.2
COC(=O)C(=C/C=C/c1ccco1)C(=O)OC	0	i	-16	i	-5	i	i	i	-25	i	0.1

Given as comma-separated lines: entries from further up.
molecule,SKKanGAS inh,TRPC6 inh,KLF5 inh,TRPC4 block,IEC-6 tox,TRPC4 agonist,TRPC6 activator,TRPC4 potent,aSyn UTR inh,MrgX1 antag,HIF activator
CCOC(=O)C1CCN(C2=C(NS(=O)(=O)c3ccc(Br)cc3)C(=O)c3ccccc3C2=O)CC1,32,i,-48,i,1,i,i,i,41,i,-0.2
COC(=O)C(=C/C=C/c1ccco1)C(=O)OC,0,i,-16,i,-5,i,i,i,-25,i,0.1
